ZTA DNA inh: blocks Epstein-Barr virus ZTA, an EBNA-1 counter-screen. P03206. ZTA-DNA binding, fluorescence polarization. inhibition, % at 11 µM. actives 0.15% (n = 320,000). AID 2234; in the data active = inhibition above about 33%
Target sequence (P03206 whole entry, looked up): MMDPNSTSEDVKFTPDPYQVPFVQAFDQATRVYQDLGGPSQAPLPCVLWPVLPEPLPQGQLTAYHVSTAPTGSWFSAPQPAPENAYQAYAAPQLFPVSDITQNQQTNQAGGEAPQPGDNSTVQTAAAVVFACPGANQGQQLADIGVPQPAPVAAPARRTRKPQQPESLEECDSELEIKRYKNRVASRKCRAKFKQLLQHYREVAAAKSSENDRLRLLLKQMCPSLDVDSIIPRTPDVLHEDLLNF
EBNA-1 inhibitor: blocks EBNA-1 binding to DNA; EBNA-1 DNA binding, fluorescence polarization; inhibition, % at 14.8 µM; actives 0.34% (n = 300,000); AID 1950; in the data active = inhibition above about 28%
PP5 inh: blocks human protein phosphatase 5 activity | AID 1987 | actives 0.18% (n = 320,000) | purified PP5c, OMFP substrate fluorescence | P53041 | inhibition, % at 6.7 µM;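 active = inhibition above the campaign's mean inhibition across all tested compounds plus 3 SD, cut at about 9.5% in these data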;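 note: 0% = DMSO only and 100% = 100 µM cantharidin control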
Target sequence (P53041 whole entry, looked up): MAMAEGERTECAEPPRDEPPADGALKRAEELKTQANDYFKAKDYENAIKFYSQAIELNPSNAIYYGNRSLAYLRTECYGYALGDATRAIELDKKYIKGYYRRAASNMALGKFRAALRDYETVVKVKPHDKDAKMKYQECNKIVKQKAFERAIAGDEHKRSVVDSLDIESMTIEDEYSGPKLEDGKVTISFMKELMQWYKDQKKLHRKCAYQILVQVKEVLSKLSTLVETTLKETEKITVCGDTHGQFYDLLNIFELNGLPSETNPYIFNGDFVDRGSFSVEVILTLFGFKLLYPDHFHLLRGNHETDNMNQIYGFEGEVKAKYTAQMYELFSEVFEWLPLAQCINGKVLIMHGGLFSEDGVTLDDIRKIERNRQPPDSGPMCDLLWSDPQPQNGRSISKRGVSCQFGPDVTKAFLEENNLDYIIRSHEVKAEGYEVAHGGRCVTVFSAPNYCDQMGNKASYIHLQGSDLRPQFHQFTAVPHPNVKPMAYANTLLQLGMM
PP1 inh: counter-screen for PP5 inhibitors: inhibitors of human PP1-alpha | P62136 | purified PP1alpha, OMFP fluorescence | inhibition, % at 6.7 µM | actives 0.9% (n = 320,000) | AID 2235;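 active = inhibition above the mean inhibition of all tested compounds plus 3 SD, computed separately for each screening campaign, cut at about 15% in these data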
Target sequence (P62136 whole entry, looked up): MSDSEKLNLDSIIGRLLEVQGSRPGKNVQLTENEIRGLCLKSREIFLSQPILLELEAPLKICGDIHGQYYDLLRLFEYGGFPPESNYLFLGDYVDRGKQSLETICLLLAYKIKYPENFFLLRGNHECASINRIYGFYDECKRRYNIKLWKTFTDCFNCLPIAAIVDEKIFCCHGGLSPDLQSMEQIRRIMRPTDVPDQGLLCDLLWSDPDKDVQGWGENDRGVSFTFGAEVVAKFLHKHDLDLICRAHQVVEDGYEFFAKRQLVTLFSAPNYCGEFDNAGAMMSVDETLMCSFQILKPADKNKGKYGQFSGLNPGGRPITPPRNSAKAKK
core dimer inh: HCV core protein dimerization inhibition. TR-FRET GST/Flag-core106 dimerization, 1536-well. inhibition, % at 5 µM. actives 0.33% (n = 300,000);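 active = inhibition above the mean of all tested compounds plus 3 SD, set per screening campaign, cut at about 45% in these data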
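assay system = GST-tagged and Flag-tagged HCV core protein residues 1-106 | controls = unlabelled core106 and no-GST-core106 wells | incubation = compound-protein-antibody incubation 4 h at 22.5 °C | probe or stimulus = Eu donor and XL665 acceptor anti-tag antibodies | read-out = % inhibition based on acceptor/donor emission ratio | signal = TR-FRET 671 and 617 nm emission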
CTSL1 counter: cathepsin L1 inhibition, PFM18AAP counter-screen. inhibition, % at 5.96 µM. actives 0.49% (n = 300,000). recombinant F. hepatica cathepsin L1, Z-Leu-Arg-MCA fluorescence;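 active = inhibition above the mean of all tested compounds plus 3 SD, set per screening campaign, cut at about 17% in these data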;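 note: 0% = plate median of test compound wells and 100% = 1 µM Z-Phe-Ala-diazomethylketone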
GASC-1 inh: blocks human GASC-1 demethylase activity | Q9H3R0 | GST-JMJD2C(1-420) H3K9me3 demethylation, DELFIA europium | inhibition, % at 2.35 µM | actives 0.069% (n = 330,000);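 active = more than half of a compound's replicate wells show inhibition beyond 50%, single wells judged on their own value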;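 note: signal counts dimethyl H3K9 product captured on neutravidin plate; 0% = median of DMSO wells and 100% = 0.3 times that DMSO median; strong numbers were not always called active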
Yeast superoxide: caloric restriction mimetics inhibiting age-related superoxide in yeast | S. cerevisiae aged cells, superoxide DHE fluorescence; active compounds read low | actives 0.18% (n = 330,000) | AID 2690 | superoxide response (% of plate mean), % at 10 µM;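 active = superoxide response under a set limit, about three screen SD below normal, cut at about 65% in these data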;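 note: yeast aged for seven days with compound at 30 °C before DHE staining; 100% = average MFI of all compound-treated wells on the plate with controls excluded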
TPT1 inhibitor: C. albicans TPT1 enzyme inhibition. recombinant caTPT1, FP RNA substrate dephosphorylation. inhibition, % at 5 µM. actives 0.81% (n = 300,000). AID 1962;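 active = inhibition above the mean of all tested compounds plus 3 SD, set per screening campaign, cut at about 24% in these data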;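 note: plate controls were DMSO alone for no effect and ferristatin control at 100 nM for full effect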
Starred values were filed as active, the others as inactive; / = not tested or not shown; & = joins results of further samples. Rows are unselected; 3.1% or so of the library scored in one or more.

SMILES | ZTA DNA inh | EBNA-1 inhibitor | PP5 inh | PP1 inh | core dimer inh | CTSL1 counter | GASC-1 inh | Yeast superoxide | TPT1 inhibitor
CCO[C@H]1OC(C(=O)N2CCN(Cc3ccccc3)CC2)=C[C@@H](c2coc3ccccc3c2=O)[C@@H]1CCCO | -17 | 1 | 2.5 | 6 | -10 | 2 | 6 | / | -5
Cc1ccc(NC(=S)NC(=O)c2ccc(-c3ccccc3)cc2)c(C)c1 | 13 | 5 | -1.1 | 3 | 10 | 0 | -8 | 89 | -1
COc1cccc(-c2nc(CS(=O)(=O)CC(=O)N3CCN(c4ccccn4)CC3)c(C)o2)c1 | 6 | -5 | 2.1 | 4 | 3 | 0 | -2 | 94 | 3
COc1cc(O)c(C(CCN2CCCC2)c2cc(OC)c(OC)c(OC)c2)c(OC)c1 (stereo not drawn) | -2 | -2 | 5.0 | 4 | -17 | 3 | 2 | 92 | 0
Fc1cc(F)c(C2SCCN2C(=S)Nc2cccc(C(F)(F)F)c2)c(F)c1 (stereo not drawn) | 6 | -7 | 5.6 | 1 | -3 | 6 | -23 | 92 | 0
COc1ccc(NC(=O)c2ccc(CN3CCc4ccccc4C3)cc2)cc1OC | -12 | 9 | 3.1 | 3 | 1 | -1 | -7 | 108 | 3
COc1ccc(-c2noc(CCCC(=O)NC3CCCCC3)n2)cc1 | -2 | 0 | 1.1 | 3 | -7 | -4 | / | 90 | 0
COc1cccc(CNC(=O)CN2C(=O)c3ccccc3S2(=O)=O)c1 | -25 | -2 | 1.2 | -3 | -8 | -1 | 0 | 104 | -3
Cc1nn(Cc2ccccc2)c(Cl)c1C(=O)NCc1ccc(C)n1C | -2 | 4 | -2.1 | 4 | -15 | 1 | 2 | 99 | 7
CN(C)/C=N/C(=S)Nc1ccc(F)cc1 | 3 | -3 | 1.9 | 2 | -5 | 2 | -5 | 98 | 3
O=C1C2CCCCN2C(=O)N1CCCCN1CCN(c2ccccc2Oc2ccccc2)CC1 (stereo not drawn) | -8 | -9 | 4.7 | 2 | 8 | 0 | -12 | 92 | -1
CC1C=CCC2C(=O)N(c3ccc(OC(=O)c4ccco4)cc3)C(=O)C12 (stereo not drawn) | -4 | -3 | 0.8 | -1 | 1 | -8 | 8 | 110 | -1
CC(C)(C)c1ccc(/C=N/NC(=O)c2ccccn2)cc1 | -5 | 9 | -0.9 | 3 | 0 | 1 | -6 | 98 | 0
O=C(NCCCn1ccnc1)c1ccncc1 | -2 | 11 | 0.1 | 5 | 9 | -1 | 10 | 101 | -1
NC(=O)c1c(NC(=O)c2ccc(F)cc2Cl)sc2c1CCC2 | -19 | -8 | 2.3 | 2 | 2 | 0 | -27 | 99 | 2
C#CCOCCOCCOCCNc1nc(N2CCN(C(=O)[C@H](CCC(=O)O)n3cc(C(N)CO)nn3)CC2)nc(N2CCN(C(=O)[C@H](Cc3cc4ccccc4[nH]3)n3cc(C(N)[C@H](C)CC)nn3)CC2)n1 (stereo partly drawn) | 13 | 1 | 1.3 | -1 | -3 | -2 | -9 | 103 | -2
CC(=O)c1cc2c(cc1NC(=O)CSc1nnc(C)s1)OCO2 | -1 | -14 | 2.5 | -2 | -4 | -4 | 3 | 100 | 2
CN(C)C(CNC(=O)c1cccc(C#N)c1)c1ccco1 (stereo not drawn) | -6 | 2 | 3.1 | 1 | 0 | 22* | 12 | 90 | -1
Cc1ccnc(NC(=O)CCC(=O)N(CC(=O)NCCc2ccccc2)c2ccc(F)cc2)c1 | 3 | -17 | 2.7 | 6 | -1 | -2 | -3 | 92 | -2
COc1ccc(C(c2nnnn2Cc2ccc(F)cc2)N2CCN(c3ccc(OC)cc3)CC2)cc1 (stereo not drawn) | 13 | -1 | 4.3 | 3 | 11 | 2 | 5&6 | 96 | 1
Cc1sc(NC(=O)CCCCC(=O)Nc2sc(C)c(C)c2C(=O)O)c(C(=O)O)c1C | -12 | 7 | -2.8 | -1 | 7 | 1 | -15 | 90 | -1
CCC(NC(=S)NCc1ccc(F)cc1)c1ccc(C)cc1 (stereo not drawn) | -15 | -9 | 6.1 | 0 | -2 | -5 | -5 | 115 | -1
CN(CC(=O)Nc1ccc(F)cc1)C(=O)COC(=O)/C=C/c1cccs1 | -5 | 5 | -0.2 | -4 | -4 | -5 | 0 | 109 | 0
Cc1ccc(N2CCCCn3c2nc2c3c(=O)[nH]c(=O)n2C)cc1 | 8 | 9 | -2.1 | 0 | 2 | 1 | -6 | 91 | -3

Three entries out of the list above, sorted by their value in core dimer inh, largest number first:
structure | EBNA-1 inhibitor | PP5 inh | core dimer inh | GASC-1 inh | TPT1 inhibitor
Cc1ccc(N2CCCCn3c2nc2c3c(=O)[nH]c(=O)n2C)cc1 | 9 | -2.1 | 2 | -6 | -3
C#CCOCCOCCOCCNc1nc(N2CCN(C(=O)[C@H](CCC(=O)O)n3cc(C(N)CO)nn3)CC2)nc(N2CCN(C(=O)[C@H](Cc3cc4ccccc4[nH]3)n3cc(C(N)[C@H](C)CC)nn3)CC2)n1 (stereo partly drawn) | 1 | 1.3 | -3 | -9 | -2
CC(=O)c1cc2c(cc1NC(=O)CSc1nnc(C)s1)OCO2 | -14 | 2.5 | -4 | 3 | 2

A draw from above in order of formula weight, ascending:
SMILES | ZTA DNA inh | EBNA-1 inhibitor | PP5 inh | PP1 inh | core dimer inh | CTSL1 counter | GASC-1 inh | Yeast superoxide | TPT1 inhibitor
O=C(NCCCn1ccnc1)c1ccncc1 | -2 | 11 | 0.1 | 5 | 9 | -1 | 10 | 101 | -1
CC(C)(C)c1ccc(/C=N/NC(=O)c2ccccn2)cc1 | -5 | 9 | -0.9 | 3 | 0 | 1 | -6 | 98 | 0
CN(C)C(CNC(=O)c1cccc(C#N)c1)c1ccco1 (stereo not drawn) | -6 | 2 | 3.1 | 1 | 0 | 22* | 12 | 90 | -1
NC(=O)c1c(NC(=O)c2ccc(F)cc2Cl)sc2c1CCC2 | -19 | -8 | 2.3 | 2 | 2 | 0 | -27 | 99 | 2
CC(=O)c1cc2c(cc1NC(=O)CSc1nnc(C)s1)OCO2 | -1 | -14 | 2.5 | -2 | -4 | -4 | 3 | 100 | 2
C#CCOCCOCCOCCNc1nc(N2CCN(C(=O)[C@H](CCC(=O)O)n3cc(C(N)CO)nn3)CC2)nc(N2CCN(C(=O)[C@H](Cc3cc4ccccc4[nH]3)n3cc(C(N)[C@H](C)CC)nn3)CC2)n1 (stereo partly drawn) | 13 | 1 | 1.3 | -1 | -3 | -2 | -9 | 103 | -2

Other results.
SMILES | ZTA DNA inh | EBNA-1 inhibitor | PP5 inh | PP1 inh | core dimer inh | CTSL1 counter | GASC-1 inh | Yeast superoxide | TPT1 inhibitor
COc1cc(/C=C/C(=O)NNc2c(F)c(F)cc(F)c2F)ccc1OC(F)F | -2 | -4 | 1.5 | 0 | -2 | -2 | -4 | 98 | 4
O=C(O)C(Cc1ccccc1-c1ccccc1)C(=O)O | -14 | -8 | 1.9 | 0 | -4 | 2 | -5 | 86 | -2
Oc1ccc(/C=N/Nc2ccnc3cc(Cl)ccc23)cc1O | 1 | -2 | 1.5 | 7 | -8 | -3 | -12 | 91 | 2
O=[N+]([O-])c1cc(S(=O)(=O)c2ccc(N3CCCCC3)c([N+](=O)[O-])c2)ccc1N1CCCCC1 | -8 | 1 | 2.0 | 2 | 13 | -2 | 8 | 114 | -2
CC(C)(C)C(=O)C1=C(O)C(=O)N(c2ccccc2)C1c1ccccc1 (stereo not drawn) | -3 | 0 | 0.6 | 5 | -3 | -1 | 1 | 89 | -2
O=C(NCC1CCCN(C2Cc3ccccc3C2)C1)c1cccs1 (stereo not drawn) | 2 | -13 | 1.5 | 4 | 6 | -5 | 6 | 115 | 2
Cc1oc(-c2ccccc2F)nc1CSCC(=O)NC1CCCC1 | 3 | 2 | -2.0 | 1 | 2 | -1 | 17 | 104 | 0
O=C(NC1CCCC1)c1ccc(CN2CCOCC2)cc1 | 9 | 4 | -0.9 | -4 | -5 | -2 | -1 | 100 | -4
CN(CC(=O)Nc1ccc(F)c(F)c1F)C(=O)c1ccc2c(c1)S(=O)(=O)N=C1CCCCCN12 | 2 | -12 | -0.7 | 1 | -5 | 2 | -6 | 123 | -3
O=C(CCC1CCCN(Cc2ccc(O)c(Cl)c2)C1)NCc1ccccc1F (stereo not drawn) | 14 | 4 | -0.2 | -2 | 5 | 2 | 0 | 122 | 0
CCc1ccc(N2C(=O)c3sc4nnc(-c5ccccc5)c(=O)n4c3C2=O)cc1 | 7 | -1 | 3.6 | 1 | 27 | -1 | 6 | 106 | 4
COc1ccccc1-c1nnc(SCC(=O)NNC(=O)c2ccccc2F)n1C | -11 | / | 1.7 | -3 | / | / | 1 | 75 | /
O=C(Cc1c[nH]c2ccccc12)NCc1ccccc1F | -14 | -18 | -0.9 | 0 | -2 | 4 | -18 | 103 | 2
Cc1ccc(C(=O)Nc2cccc(C(F)(F)F)c2)cc1Nc1ccccn1 | -3 | 12 | 4.9 | -3 | -10 | -4 | -1 | 94 | -1
CC(C)C[C@H](NC(=O)c1[nH]cnc1C(=O)N[C@@H](Cc1ccccc1)C(=O)OCc1ccccc1)C(=O)OC(C)(C)C | -16 | 12 | 6.3 | 14 | 3 | 5 | -7 | 98 | 1
O=C1C(c2ccccc2)SC(=Nc2ccccc2)N1S(=O)(=O)c1ccccc1 (stereo not drawn) | -1 | 4 | -1.4 | -2 | 2 | -4 | 2 | 114 | -6
CCOc1ccc(C(=O)OCC(=O)NC(C)C)cc1 | 7 | -1 | -1.1 | 2 | -1 | 4 | 1 | 102 | -3
Cc1ccc(Cl)cc1NC(=O)Nc1c(C)n(C)n(-c2ccccc2)c1=O | -2 | 14 | -0.8 | -3 | 1 | -1 | -15 | 85 | -3
NC(=O)NCc1ccc(Cl)cc1 | -5 | 3 | -0.5 | -5 | -3 | 6 | 101 | 98 | -2
CC(=O)c1cnc2c(-c3ccccc3)c(C)nn2c1C | 0 | -10 | 2.8 | 1 | 13 | -7 | 1 | 116 | -5
O=C1CC(N2CCCCCC2)C(=O)N1c1ccc(F)cc1 (stereo not drawn) | 4 | -5 | 3.5 | 1 | 7 | 4 | -7 | 103 | 3
Cc1ccc(OCC(=O)Nc2ccc(S(=O)(=O)N3CCCCC3)cc2)c([N+](=O)[O-])n1 | 6 | 0 | 4.7 | -3 | 8 | -22 | 2 | 87 | 0
COCCOC(=O)C1=C(C)Nc2ncnn2C1c1ccccc1 (stereo not drawn) | 3 | 15 | 0.1 | -1 | -2 | 0 | -3 | 84 | 1
Cc1ccc(Nc2nc(N)nc(CSc3nccn3C)n2)cc1 | -25 | -4 | -0.5 | 1 | 2 | 2 | 7 | 96 | -3
O=C(CN1C(=O)CCOc2ccccc21)Nc1ccc(Cl)c(S(=O)(=O)N2CCOCC2)c1 | 6 | / | -0.5 | -4 | / | / | 9 | 82 | /
CCn1c2ccc(C)cc2c2nnc(SCCN3CCOCC3)nc21 | -19 | -5 | 1.0 | -4 | -1 | 7 | 8 | 90 | 1
CC(C)(C)NC(=O)C(=O)NNC(=O)COc1ccccc1 | -9 | -3 | 3.8 | 2 | -3 | -25 | -20 | 116 | 4

In a second layout: results already given
Order of results – ZTA DNA inh	EBNA-1 inhibitor	PP5 inh	PP1 inh	core dimer inh	CTSL1 counter	GASC-1 inh	Yeast superoxide	TPT1 inhibitor
Cc1ccc(Nc2nc(N)nc(CSc3nccn3C)n2)cc1
→ -25	-4	-0.5	1	2	2	7	96	-3
O=C(CN1C(=O)CCOc2ccccc21)Nc1ccc(Cl)c(S(=O)(=O)N2CCOCC2)c1
→ 6	/	-0.5	-4	/	/	9	82	/

Screening data deposited in PubChem by several laboratories.
